Screening data deposited in PubChem by National Center for Advancing Translational Sciences (NCATS).
Nrf2 block – inhibitors of Nrf2 signaling; A549 ARE-Fluc reporter, luciferase luminescence, 18-24 h; hit rate 2.1% among 360,000; Potency, µM (series often up to 46 µM), for inactives: at the top dose activity change, negative = inhibition, hits mostly inhibitors; AID 504444; further: on the % scale 0 is the no-effect control and ±100 the full control effect; nearly all actives have a fitted effect of over 60% in size
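A549 ARE_Fluc cells, 5000/well, 5% FBS OPTI-MEM; compounds in dose-response, 18-24 h at 37 °C/5% CO2; CellTiter-Fluor viability read (Ex 405/Em 525), then BugLite luciferase luminescence = Nrf2 activity.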
EPAC2 antag – blocks human EPAC2 exchange factor; hit rate 0.18% among 360,000; AID 720708; Q8WZA2; EPAC2 GEF exchange of Rap1B-BODIPY-GDP, fluorescence; Potency, µM (doses to about 114 µM), for the others: at the highest dose activity, negative = inhibition, usual class: inhibitors; further: on the % scale 0 is the no-effect control and ±100 the full control effect; nearly all actives have a fitted effect of over 45% in size; many of its hits are not listed in these tables
Target sequence (Q8WZA2 whole entry, looked up): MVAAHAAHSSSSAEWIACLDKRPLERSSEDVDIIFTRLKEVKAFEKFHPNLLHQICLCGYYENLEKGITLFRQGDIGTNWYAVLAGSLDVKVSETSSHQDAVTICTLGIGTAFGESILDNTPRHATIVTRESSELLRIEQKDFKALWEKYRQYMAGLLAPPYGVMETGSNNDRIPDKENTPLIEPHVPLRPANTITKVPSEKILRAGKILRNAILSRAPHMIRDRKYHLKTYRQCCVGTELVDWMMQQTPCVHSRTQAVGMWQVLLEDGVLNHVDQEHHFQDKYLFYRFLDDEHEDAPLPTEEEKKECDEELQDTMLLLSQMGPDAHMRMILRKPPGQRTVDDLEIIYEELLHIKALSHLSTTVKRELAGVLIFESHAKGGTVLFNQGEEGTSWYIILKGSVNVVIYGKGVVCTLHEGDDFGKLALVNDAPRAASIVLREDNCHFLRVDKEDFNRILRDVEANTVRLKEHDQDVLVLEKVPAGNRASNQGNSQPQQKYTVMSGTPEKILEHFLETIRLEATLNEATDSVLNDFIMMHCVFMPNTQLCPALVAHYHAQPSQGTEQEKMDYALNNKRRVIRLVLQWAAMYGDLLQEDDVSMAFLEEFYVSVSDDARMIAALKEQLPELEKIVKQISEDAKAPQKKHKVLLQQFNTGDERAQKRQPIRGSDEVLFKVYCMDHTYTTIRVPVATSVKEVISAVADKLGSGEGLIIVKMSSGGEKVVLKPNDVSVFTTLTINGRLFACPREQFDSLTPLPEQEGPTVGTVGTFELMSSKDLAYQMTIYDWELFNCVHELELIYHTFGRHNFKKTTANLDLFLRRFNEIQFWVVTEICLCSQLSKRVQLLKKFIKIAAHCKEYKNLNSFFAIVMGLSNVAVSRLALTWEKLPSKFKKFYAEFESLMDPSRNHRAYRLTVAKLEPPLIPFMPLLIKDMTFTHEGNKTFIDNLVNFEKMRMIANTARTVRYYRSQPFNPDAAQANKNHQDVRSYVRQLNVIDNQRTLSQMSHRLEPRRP
Nrf2 activator – activates Nrf2 signaling. AREc32 ARE-luciferase reporter (MCF7-derived line), luminescence, 24 h. Potency, µM (series often up to 46.1 µM), for inactives: at the highest dose activation, usual class: activators. hit rate 0.31% among 410,000. AID 624171; further: % of control where 0% means no effect; nearly all actives have a fitted effect of over 65% in size
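AREc32_Fluc, 1000 cells/well, OPTI-MEM + 5% FBS, o/n 37 deg C 5% CO2; 23 nL cpd by pin tool, 24 hr; Steady-Glo 30 min RT, luminescence.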
ATXN2 expr inh – ATXN2 expression inhibition; HEK-293 ATXN2-luciferase reporter, luminescence, 24 h; Potency, µM (series often up to 57 µM), for inactives: at the top dose activity change, negative = inhibition, usual class: inhibitors; hit rate 0.72% among 360,000; further: on the % scale 0 is the no-effect control and ±100 the full control effect; nearly all actives have a fitted effect of over 55% in size
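qHTS (up to 57 uM final) was run with 24 h compound exposure of reporter cells at 37 °C. Each well was multiplexed: SteadyGlo luminescence measured ATXN2-luciferase expression after a fluorogenic Gly-Phe-AFC viability readout (25 uM final).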
HepG2 tox – HepG2 cytotoxicity, counter-screen for TGF-b inhibitors | HepG2 CAGA-GFP viability, ATP luminescence, 18 h | Potency, µM (doses to about 46.1 µM), without a hit: at the highest dose activity change, negative = cytotoxicity, actives largely listed as cytotoxic | hit rate 0.76% among 410,000; further: some results filed as inactive show a strong effect at the top dose
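HepG2 CAGA-GFP cells (1000/well, DMEM with 1% FBS) received compound, then TGF-beta at 500 pg/mL final, and were incubated 18 hours at 37 degrees C. Viability was read by CellTiter-Glo luminescence. Media-only wells were set as complete cell-killing and DMSO as no toxicity.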
S2 tox – reduces viability in counter-screen for ATXN expression inhibitors; S2 cells (HEK-293 line with an ATXN2-luciferase reporter) viability, CellTiter-Fluor protease fluorescence, 24 h; Potency, µM (titrated, usually from 56.7 µM), most hits filed as cytotoxic; hit rate 0.49% among 400,000; further: nearly all actives have a fitted effect of over 40% in size
TGFb SMAD3 inh – blocks TGF-b signaling. Potency, µM (top dose mostly 46.1 µM), for inactives: top-dose activity, negative = inhibition, hits mostly inhibitors. HepG2 CAGA-GFP TGF-b/SMAD3 reporter, GFP fluorescence, 18 h; TGF-beta stimulated, 500 pg/mL final. hit rate 1.2% among 410,000; further: on the % scale 0 is the no-effect control and ±100 the full control effect; nearly all actives have a fitted effect of over 65% in size
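Per well, imaged GFP fluorescence of HEPG2 CAGA-GFP cells gives the signal; cells get compound, then TGF-beta (500 pg/mL final), 18 h at 37 degrees C; %Activity versus -TGF-beta and +DMSO controls.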
A549 tox – A549 cytotoxicity, counter-screen for Nrf2 inhibitors. A549 ARE-Fluc cells, CellTiter-Fluor viability, 18-24 h. Potency, µM (titrated, usually from 46 µM), without a hit: at the top dose activity change, negative = cytotoxicity, hits mostly inhibitors. hit rate 0.16% among 390,000; further: on the % scale 0 is the no-effect control and ±100 the full control effect
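Cytotoxicity counterscreen: CellTiter-Fluor fluorescence was measured in A549 ARE_Fluc cells after 18-24 h of compound exposure in a concentration series. The subsequent BugLite luminescent read reports ARE-luciferase activity.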
MCF10A rerep – inducers of DNA re-replication in MCF 10A breast cells; hit rate 2.9% among 350,000; Potency, µM (titrated, usually from 46.1 µM), for the others: at the highest dose activity, positive = re-replication, hits mostly activators; MCF 10A DNA re-replication, Hoechst nuclear intensity, 48 h; further: % of control where 0% means no effect; nearly all actives have a fitted effect of over 50% in size
An asterisk follows results filed as active. The call rests on the fitted dose curve; in most records, active means well fitted curve in the direction sought with a large enough effect; inconclusive means small, poorly fitted or top-dose-only effect, or another doubt; inactive means no such curve, though single readings can be large; an effect the other way counts as inactive or inconclusive. Potency means the concentration at half of the fitted maximal effect. An excerpt (hit frequency here may not be typical).

How did Cc1ccc(C(=O)c2c3ccc(C(F)(F)F)cc3[n+]([O-])n2CCCC(N)=O)cc1 do in these assays?
Nrf2 block: 6%; EPAC2 antag: 4%; Nrf2 activator: 1.1%; ATXN2 expr inh: 4%; HepG2 tox: 8%; S2 tox: inactive; TGFb SMAD3 inh: 18%; A549 tox: -16%; MCF10A rerep: 12%

How did COc1c(C)cc(C(=O)C2CCCN(C(=O)c3cccc(-n4cccn4)c3)C2)cc1C (stereo not drawn) do in these assays?
Nrf2 block: -10%; EPAC2 antag: -5%; Nrf2 activator: 0.3%; ATXN2 expr inh: 0%; HepG2 tox: -22%; S2 tox: inactive; TGFb SMAD3 inh: -25%; A549 tox: 1%; MCF10A rerep: 0%

Results for CC1Cc2cc(/C(O)=C3/C(=O)C(=O)N(CCCn4ccnc4)C3c3cccnc3)ccc2O1 (stereo not drawn) ?
Nrf2 block: inconclusive; EPAC2 antag: -16%; Nrf2 activator: -0.1%; ATXN2 expr inh: -1%; HepG2 tox: 11%; S2 tox: inactive; TGFb SMAD3 inh: 15%; A549 tox: -20%; MCF10A rerep: inconclusive

Results for CSc1ccc(-c2nnn(CC(=O)NCc3ccccc3)n2)cc1 ?
Nrf2 block: -6%; EPAC2 antag: 0%; Nrf2 activator: 0.1%; ATXN2 expr inh: 1%; HepG2 tox: -4%; S2 tox: inactive; TGFb SMAD3 inh: -6%; A549 tox: -21%; MCF10A rerep: inconclusive

Results for Cc1ccc(NC(=O)CSc2nc(NS(=O)(=O)c3ccc(C)cc3)cc(=O)[nH]2)cc1 ?
Nrf2 block: -3%; EPAC2 antag: -8%; Nrf2 activator: 0.4%; ATXN2 expr inh: 2%; HepG2 tox: -30%; S2 tox: inactive; TGFb SMAD3 inh: -18%; A549 tox: inconclusive; MCF10A rerep: inconclusive

What do the screens show for `Cn1c(SCc2ccc([N+](=O)[O-])cc2)nnc1-c1cccnc1`?
Nrf2 block: -14%; EPAC2 antag: 7%; Nrf2 activator: 0.6%; ATXN2 expr inh: 2%; HepG2 tox: -20%; S2 tox: inactive; TGFb SMAD3 inh: 0%; A549 tox: -3%; MCF10A rerep: 1%

Results for CCOCCCNC(=O)C1CCN(S(=O)(=O)N(CC(C)C)CC(C)C)CC1 ?
Nrf2 block: 5%; EPAC2 antag: 3%; Nrf2 activator: 0.1%; ATXN2 expr inh: -12%; HepG2 tox: -15%; S2 tox: inactive; TGFb SMAD3 inh: -2%; A549 tox: -1%; MCF10A rerep: -1%

How did CCOC(=O)COc1c(/C=N\OC)cc(Cl)cc1OC do in these assays?
Nrf2 block: 9%; EPAC2 antag: -15%; Nrf2 activator: -0.4%; ATXN2 expr inh: -16%; HepG2 tox: 9%; S2 tox: inactive; TGFb SMAD3 inh: 12%; A549 tox: 0%; MCF10A rerep: 6%

What do the screens show for `CS(=O)(=O)N1CCC(C(=O)NCc2ccc(Cl)cc2Cl)CC1`?
Nrf2 block: -4%; EPAC2 antag: 7%; Nrf2 activator: 3.0%; ATXN2 expr inh: -29%; HepG2 tox: -17%; S2 tox: inconclusive; TGFb SMAD3 inh: inconclusive; A549 tox: -2%; MCF10A rerep: -37%

Results for Cc1ccc(C)c(N(Cc2ccccc2F)S(C)(=O)=O)c1 ?
Nrf2 block: 9%; EPAC2 antag: -8%; Nrf2 activator: -0.9%; ATXN2 expr inh: -7%; HepG2 tox: -14%; S2 tox: inactive; TGFb SMAD3 inh: 12%; A549 tox: 2%; MCF10A rerep: 7%

Results for Cc1ccc(-n2nc(C)c3c2OC(N)=C(C#N)C3c2ccoc2)cc1 (stereo not drawn) ?
Nrf2 block: -31%; EPAC2 antag: 10%; Nrf2 activator: 14%; ATXN2 expr inh: -9%; HepG2 tox: -19%; S2 tox: inactive; TGFb SMAD3 inh: inconclusive; A549 tox: -10%; MCF10A rerep: 9%

How did CCCCNC(=O)CN1C(=O)CSc2ccc(S(=O)(=O)N3CCOCC3)cc21 do in these assays?
EPAC2 antag: -13%; Nrf2 activator: -1.8%; HepG2 tox: 1%; S2 tox: inactive; TGFb SMAD3 inh: -12%

Results for Cc1cc(C)n(-c2ccc(Cl)c(C(=O)Nc3ccc(OC(F)(F)F)cc3)n2)n1 ?
Nrf2 block: 4%; EPAC2 antag: -1%; Nrf2 activator: 0.2%; ATXN2 expr inh: -24%; HepG2 tox: 7%; S2 tox: inactive; TGFb SMAD3 inh: 5%; A549 tox: 3%; MCF10A rerep: 5%

Results for CC(C)[C@H](NS(=O)(=O)c1ccccc1)C(=O)OCC(=O)Nc1cccc(S(N)(=O)=O)c1 ?
Nrf2 block: -1%; EPAC2 antag: 2%; Nrf2 activator: -0.7%; ATXN2 expr inh: -13%; HepG2 tox: 3%; S2 tox: inactive; TGFb SMAD3 inh: 10%; A549 tox: 3%; MCF10A rerep: 1%

How did Cc1onc(-c2c(Cl)cccc2Cl)c1C(=O)N1CCN(c2ncccn2)CC1 do in these assays?
Nrf2 block: 12%; EPAC2 antag: -17%; Nrf2 activator: -1.0%; ATXN2 expr inh: -16%; HepG2 tox: -2%; S2 tox: inconclusive; TGFb SMAD3 inh: -6%; A549 tox: 2%; MCF10A rerep: 24%

What do the screens show for `CCC(=O)NC(=S)Nc1cccc(NC(=O)c2ccc(Cl)cc2Cl)c1`?
Nrf2 block: -18%; EPAC2 antag: 0%; Nrf2 activator: 3.4%; ATXN2 expr inh: -6%; HepG2 tox: -19%; S2 tox: inactive; TGFb SMAD3 inh: 6%; A549 tox: -3%; MCF10A rerep: 19%

What do the screens show for `COC(=O)C(c1ccccc1)C(C(=O)OC)c1ccccc1` (stereo not drawn)?
Nrf2 block: 1%; EPAC2 antag: -10%; Nrf2 activator: 4.3%; HepG2 tox: -14%; S2 tox: inactive; TGFb SMAD3 inh: -1%; A549 tox: 5%; MCF10A rerep: -9%

How did CCC(=O)c1ccc(N2CCN(C(=O)c3ccccc3)CC2)c(F)c1 do in these assays?
Nrf2 block: -26%; EPAC2 antag: -13%; Nrf2 activator: 3.7%; HepG2 tox: -11%; S2 tox: inactive; TGFb SMAD3 inh: -12%; A549 tox: 25%; MCF10A rerep: 9%

How did COc1ccc(N2CC(C)(C)[C@H](CC(=O)Nc3ccc(Br)cc3)C2=O)cc1 do in these assays?
EPAC2 antag: -2%; Nrf2 activator: 3.8%; ATXN2 expr inh: -14%; HepG2 tox: -32%; S2 tox: inconclusive; TGFb SMAD3 inh: 4%

What do the screens show for `O=C(C1CCCO1)N(Cc1ccccc1)c1ccccc1` (stereo not drawn)?
Nrf2 block: 12%; EPAC2 antag: 2%; Nrf2 activator: -0.5%; ATXN2 expr inh: -1%; HepG2 tox: -19%; S2 tox: inactive; TGFb SMAD3 inh: 13%; A549 tox: -6%; MCF10A rerep: -3%

How did O=C(c1oc2ccccc2c1N1CCCCC1)N1CCCCC1 do in these assays?
Nrf2 block: -23%; EPAC2 antag: -1%; Nrf2 activator: -0.6%; ATXN2 expr inh: -14%; HepG2 tox: -2%; S2 tox: inactive; TGFb SMAD3 inh: -25%; A549 tox: -4%; MCF10A rerep: -1%

How did N#Cc1cccc(NC(=O)COC(=O)Cn2nc(-c3ccccc3)oc2=O)c1 do in these assays?
Nrf2 block: -14%; EPAC2 antag: -2%; Nrf2 activator: -0.6%; HepG2 tox: -27%; S2 tox: inactive; TGFb SMAD3 inh: -8%; A549 tox: 8%; MCF10A rerep: 12%

How did CN(C)S(=O)(=O)c1ccc(S(=O)(=O)N2CCCC(C(=O)NC3CC3)C2)cc1 (stereo not drawn) do in these assays?
Nrf2 block: 21µM*; EPAC2 antag: 2%; Nrf2 activator: -0.1%; ATXN2 expr inh: -18%; HepG2 tox: 0%; S2 tox: inactive; TGFb SMAD3 inh: -3%; A549 tox: -7%; MCF10A rerep: 15%

Results for CCOc1ccccc1NC(=O)Nc1cc2c(cc1N1CCCCC1)n(CC)c(=O)n2CC ?
Nrf2 block: inconclusive; Nrf2 activator: 2.9%; ATXN2 expr inh: -33%; HepG2 tox: -11%; S2 tox: inconclusive; TGFb SMAD3 inh: 3%; A549 tox: -19%

Entries above containing a furan ring, fused or not (two):
Results for Cc1ccc(-n2nc(C)c3c2OC(N)=C(C#N)C3c2ccoc2)cc1 (stereo not drawn) ?
Nrf2 block: -31%; EPAC2 antag: 10%; Nrf2 activator: 14%; ATXN2 expr inh: -9%; HepG2 tox: -19%; S2 tox: inactive; TGFb SMAD3 inh: inconclusive; A549 tox: -10%; MCF10A rerep: 9%

How did O=C(c1oc2ccccc2c1N1CCCCC1)N1CCCCC1 do in these assays?
Nrf2 block: -23%; EPAC2 antag: -1%; Nrf2 activator: -0.6%; ATXN2 expr inh: -14%; HepG2 tox: -2%; S2 tox: inactive; TGFb SMAD3 inh: -25%; A549 tox: -4%; MCF10A rerep: -1%

Following part:
How did CCN(c1ccccc1C)S(=O)(=O)c1nnc(NC(=O)c2ccccc2C)s1 do in these assays?
Nrf2 block: 120%; Nrf2 activator: 0.4%; HepG2 tox: -36%; TGFb SMAD3 inh: inconclusive; A549 tox: -11%

How did O=C(c1ccccc1)N1CCN(Cc2ccccc2)CC1 do in these assays?
Nrf2 block: -11%; EPAC2 antag: 3%; Nrf2 activator: -0.1%; ATXN2 expr inh: -3%; HepG2 tox: -20%; S2 tox: inactive; TGFb SMAD3 inh: -5%; A549 tox: 20%; MCF10A rerep: 13µM*

What do the screens show for `COc1ccc(-c2cn3c(n2)sc2cc(C(=O)Nc4ccc(F)cc4Cl)ccc23)cc1`?
Nrf2 block: inconclusive; Nrf2 activator: 2.4%; HepG2 tox: 2%; TGFb SMAD3 inh: -2%; A549 tox: 1%

Results for Nc1nnc(SCc2ccc(F)cc2)n1-c1ccccc1 ?
Nrf2 block: -2%; EPAC2 antag: 7%; Nrf2 activator: -0.6%; ATXN2 expr inh: 2%; HepG2 tox: -1%; S2 tox: inactive; TGFb SMAD3 inh: 18%; A549 tox: 4%; MCF10A rerep: 4%

Results for Cc1ccc(-n2c(C)c(C)c3c(N)ncnc32)cc1 ?
Nrf2 block: 25%; EPAC2 antag: 0%; Nrf2 activator: 2.4%; ATXN2 expr inh: 24%; HepG2 tox: -27%; S2 tox: inactive; TGFb SMAD3 inh: -19%; A549 tox: -27%; MCF10A rerep: inconclusive
